TRPML3 ag = human mucolipin-3 channel agonism; HEK293 TRPML3-YFP, Fluo-8 calcium fluorescence; 100% = the carbachol control signal; AID 1448; 220,000 tested, 0.29% active; Q8TDD5; activation, % at 3 µM;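 active means activation above its plate's cutoff, the mean activation of the plate's test wells plus 3 SD, cut at about 12% in these data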;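 further: 0% = DMSO only wells and 100% = carbachol wells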
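system = HEK293 cells stably carrying human TRPML3-YFP | doses = one concentration, 3 µM nominal, 0.3% DMSO | timing = dye loading 1 h 37 °C then 30 min ambient, 125 s read | detection = Fluo-8 calcium dye fluorescence, ex 470-495, em 515-575 nm | benchmarks = high control carbachol 87 µM, low control DMSO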
zfTRPN1 agonist = zebrafish TRPN1 (NompC) channel agonism; HEK293 zebrafish TRPN1-YFP, Fluo-8 calcium fluorescence; 100% = response to 87 µM carbachol; activation, % at 3 µM; 220,000 tested, 0.18% active; AID 1424;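 active means activation above its plate's cutoff, the mean activation of test wells on that plate plus 3 SD, cut at about 19% in these data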;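 further: 0% = DMSO alone and 100% = 87 µM carbachol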
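Assay system: Zebrafish TRPN1-YFP in HEK293 cells | Incubation: Dye loading 1 h at 37 °C, then 30 min room temperature | Measured by: Kinetic Fluo-8 fluorescence, ex 470-495, em 515-575 nm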
PPC-1+TRAIL kill = PPC-1 cancer cell killing with TRAIL present. PPC-1 cells + TRAIL, ATPLite viability luminescence. 220,000 tested, 0.41% active. cell killing (% activity), % at 4 µM;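 active means cell killing above 50% in the first pass at 4 µM, then a duplicate retest at 5 µM averaging 50% or more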;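 further: plate controls were cells with TRAIL plus DMSO for no effect and medium-only wells lacking cells for full effect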
Tb hexokinase = T. brucei hexokinase 1 inhibition. recombinant TbHK1, G6PDH-coupled NADH A340. inhibition, % at 10 µM. 220,000 tested, 0.11% active. AID 1430;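 active means inhibition of 50% or more in the single-dose primary screen; inactive means inhibition below 50%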
EBV gp42 block = blocks Epstein-Barr virus glycoprotein 42 binding. inhibition, % (tested at 21.74 µM). AID 1085. Fluorescence polarization binding assay, mP read-out. 220,000 tested, 0.42% active. Q1HVG2; in the data active means inhibition above about 50%
Cl transport mod = modulators of human KCC2 chloride dependent transport. Q9H2X9. KCC2 cells, thallium flux FluoZin-2 fluorescence. B-score of Tl+ flux slope (higher = more flux/activation; lower = inhibition) at 10 µM. 190,000 tested, 2.2% active. AID 1456;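 active means thallium flux slope and its plate-corrected score both differing from the plate sample mean at a set confidence after two filtering rounds, in either direction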;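 further: slope of fluorescence scaled to starting intensity during 10 to 20 s after thallium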
Target sequence (Q9H2X9 whole entry, looked up): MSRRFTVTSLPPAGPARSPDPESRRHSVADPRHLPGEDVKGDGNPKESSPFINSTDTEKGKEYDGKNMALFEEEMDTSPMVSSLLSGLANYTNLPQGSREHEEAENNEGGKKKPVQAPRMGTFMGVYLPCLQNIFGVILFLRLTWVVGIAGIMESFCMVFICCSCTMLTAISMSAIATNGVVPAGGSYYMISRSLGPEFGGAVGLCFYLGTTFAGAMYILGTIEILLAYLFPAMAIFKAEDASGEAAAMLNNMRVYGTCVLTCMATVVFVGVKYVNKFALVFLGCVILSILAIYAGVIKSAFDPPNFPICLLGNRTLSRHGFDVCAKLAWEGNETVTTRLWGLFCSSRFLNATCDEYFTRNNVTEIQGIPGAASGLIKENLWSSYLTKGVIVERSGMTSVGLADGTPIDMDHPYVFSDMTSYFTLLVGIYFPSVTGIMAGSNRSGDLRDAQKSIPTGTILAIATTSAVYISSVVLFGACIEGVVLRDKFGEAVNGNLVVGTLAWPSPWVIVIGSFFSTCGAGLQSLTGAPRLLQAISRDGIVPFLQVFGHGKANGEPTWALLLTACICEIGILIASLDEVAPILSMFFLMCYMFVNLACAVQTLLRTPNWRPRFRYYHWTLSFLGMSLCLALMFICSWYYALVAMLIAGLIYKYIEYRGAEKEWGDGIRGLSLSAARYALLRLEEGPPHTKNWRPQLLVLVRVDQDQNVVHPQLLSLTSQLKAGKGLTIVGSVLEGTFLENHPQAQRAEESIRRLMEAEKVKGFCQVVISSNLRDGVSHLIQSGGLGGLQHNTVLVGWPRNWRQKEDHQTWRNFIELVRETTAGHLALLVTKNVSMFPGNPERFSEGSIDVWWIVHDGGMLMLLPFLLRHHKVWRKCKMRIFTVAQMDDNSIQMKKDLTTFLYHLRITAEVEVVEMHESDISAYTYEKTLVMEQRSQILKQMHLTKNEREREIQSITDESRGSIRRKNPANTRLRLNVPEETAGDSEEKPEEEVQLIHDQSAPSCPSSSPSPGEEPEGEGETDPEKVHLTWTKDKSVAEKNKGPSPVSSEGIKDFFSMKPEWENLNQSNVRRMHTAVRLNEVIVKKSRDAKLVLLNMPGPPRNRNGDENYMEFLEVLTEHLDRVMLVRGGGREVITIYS
Thrombin inh = blocks human thrombin protease activity. 220,000 tested, 0.26% active. inhibition, % at 5 µM. alpha-thrombin, Boc-VPR-AMC fluorogenic substrate cleavage. AID 1046. P00734;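 active means inhibition at or above 40%; inactive means inhibition below 40%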;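 further: 0% = enzyme with no compound and 100% = wells without enzyme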
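Material: human alpha-thrombin protein. Incubation: reaction at ambient temperature. Technique: fluorescence of released AMC, ex 355 nm, em 460 nm. Control set: no-compound enzyme wells and no-enzyme blanks. Also added: Boc-VPR-AMC substrate, 15 µM final. Buffer or medium: pH 7.5 Tris (50 mM) with NaCl 150 mM, Tween 20 0.05%.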
Furin inh = human furin inhibition | AID 463115 | inhibition, % at 30 µM | 220,000 tested, 0.061% active | P09958 | purified furin, fluorogenic substrate cleavage; in the data active means inhibition above about 25%; further: inactives centre near -15
m-calpain inh = blocks pig calpain II enzyme activity; purified calpain II, fluorogenic peptide substrate, 30 min; AID 1236; inhibition, % at 16 µM; 220,000 tested, 0.37% active;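 active means inhibition above about 50%, limit read from the data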
An asterisk follows results filed as active; i = inactive; · = no result given; [ ] = remark or other dose. No enrichment for hits, and some 3.6% of all compounds hit somewhere here.

SMILES	TRPML3 ag	zfTRPN1 agonist	PPC-1+TRAIL kill	Tb hexokinase	EBV gp42 block	Cl transport mod	Thrombin inh	Furin inh	m-calpain inh
CN(C)/C=C(/C(=O)c1ccc(Cl)c(Cl)c1)c1nnnn1-c1ccccc1	0.9	1.3	10	15	4	0.76	3	-18	8
CCOC(=O)c1c(NC(=O)c2cnn3c2NC(c2cccc(OC)c2)CC3C(F)(F)F)sc2c1CCCC2 (stereo not drawn)	0.2	0.2	-12	-12	-3	0.095	-6	-8	-64
O=C(O)c1cccc(N2C(=O)CSC2c2c(F)cccc2Cl)c1 (stereo not drawn)	0.6	1.3	18	6	-10	1	3	-2[20 µM]	0
CC(Sc1nc2ccccc2s1)C(=O)c1c(N)n(C)c(=O)n(C)c1=O (stereo not drawn)	1.9	3.3	5	-9	9	0.23	-2	-13	2
CCc1nnc(NC(=O)CSc2nc(C3CCCCC3)nc3ccccc23)s1	0.4	0.4	5	3	-7	·	4	-6[20 µM]	-12
Cc1cc(C)n(-c2cc(Oc3ccccc3)ncn2)n1	0.2	-1.2	11	-6	-8	-0.45	-6	-17[20 µM]	21
CC(C)C1Oc2ccccc2N(CC(=O)N(Cc2ccccn2)CC2CCCO2)C1=O (stereo not drawn)	1.1	1.1	-9	-5	-11	1.4	-7	-23	11
CC(C)(C)S(=O)(=O)c1cnc2c(-c3ccsc3)cnn2c1N	1.1	1.9	19	1	-10	0.049	-5	-30	-30
COC(=O)C1=CN(C2CC2)C=C(C(=O)OC)C1c1ccc(C(=O)OC)cc1	-0.3	-0.3	5	-4	-9	0.89	-7	-33	i
CCOC(=S)SCC(=O)Nc1nc(-c2ccc(Br)cc2)cs1	-0.1	0.0	15	7	-15	-0.47	-1	-26	17
COc1ccc2[nH]c(=O)c(CN(CC3CCCO3)C(=S)Nc3cccc(C)c3)cc2c1 (stereo not drawn)	-0.2	-0.7	3	-8	3	-0.85	1	-26	-139
CC(C)(C)NC(=O)C(c1cccs1)N(Cc1ccc(F)cc1)C(=O)c1csnn1 (stereo not drawn)	-0.1	-1.4	-10	11	-1	-1.1	-4	-20	0
O=C(CCNS(=O)(=O)c1ccc(Br)s1)Nc1ccc(Cl)cc1	1.1	0.1	14	4	-9	-0.89	-9	-26[20 µM]	13
NC(=O)COc1ccc(/C=N/NC(=O)C2CCCN2S(=O)(=O)c2ccc(Cl)cc2)cc1 (stereo not drawn)	0.6	-0.4	7	-2	-14	0.28	5	-12[20 µM]	-5
O=C(COC(=O)c1cccc(S(=O)(=O)NCc2ccccc2)c1)Nc1ccccc1OC(F)F	0.2	-1.0	10	-3	-10	-0.59	-11	-16[20 µM]	5
COC(=O)c1sc2ccccc2c1-n1cccc1C(=O)C(=O)Nc1ccccc1	-0.5	2.8	22	-6	-18	-0.015	2	-4[20 µM]	-16
C/C=C/c1ccc(OCCCCOc2ccccc2C(C)=O)c(OC)c1	1.3	0.7	13	1	-7	-1.7	-3	-16	5
Oc1cccc(/C=N\Nc2nncc(-c3ccccc3)n2)c1	0.1	1.1	26	-2	-18	0.041	1	-7	15
COc1cc(OC)c(S(=O)(=O)N2CCCCC2)cc1S(=O)(=O)N1CCCCC1	2.4	8.0	-20	-1	-4	-0.19	-2	11[20 µM]	-17
O=C(NCCCCc1ccccc1)C1CC(c2ccccc2[N+](=O)[O-])=NO1 (stereo not drawn)	-0.5	-0.9	6	2	2	-6.4*	3	-21[20 µM]	16
CC(C)N1C(=O)CCC1C(=O)NCCc1ccccc1 (stereo not drawn)	0.9	1.4	-12	2	-12	·	1	-29	-2
Cc1ccc(NC(=O)c2nsc(Cl)c2Cl)cc1	-0.1	-0.5	5	-6	-8	·	-1	-1	2
Cc1cc(C(=O)NC(C)c2ccncc2)no1 (stereo not drawn)	0.6	-1.1	7	3	-9	-0.069	0	-14	13
Cc1ccc(-c2nc3ccccc3s2)cc1S(=O)(=O)N1CCOCC1	-0.6	1.7	12	2	-18	0.84	-1	-6[20 µM]	-23
COc1ccc(C2C(C#N)=C(N)Oc3cc(C)n(CCN4CCOCC4)c(=O)c32)cc1OC (stereo not drawn)	0.3	0.2	13	3	-13	1.2	0	-9	3

Copied from the list.
PPC-1+TRAIL kill with `CC(C)(C)S(=O)(=O)c1cnc2c(-c3ccsc3)cnn2c1N` stands at 19
PPC-1+TRAIL kill with `COC(=O)C1=CN(C2CC2)C=C(C(=O)OC)C1c1ccc(C(=O)OC)cc1` stands at 5
EBV gp42 block with `Cc1ccc(-c2nc3ccccc3s2)cc1S(=O)(=O)N1CCOCC1` stands at -18

Going on with the list:
SMILES	TRPML3 ag	zfTRPN1 agonist	PPC-1+TRAIL kill	Tb hexokinase	EBV gp42 block	Cl transport mod	Thrombin inh	Furin inh	m-calpain inh
C=CCn1c(SCC(=O)c2[nH]c(C)c(C(=O)OCC)c2C)nc2scc(-c3ccc(OC)c(OC)c3)c2c1=O	0.1	0.7	10	-26	-30	0.72	-2	-14	-24
Cc1ccc(N2CC(C(=O)Nc3nnc(C)s3)CC2=O)cc1 (stereo not drawn)	0.5	1.8	11	-3	-8	1.2	-8	-20[20 µM]	-13
C=CCn1c(Cc2cccc3ccccc23)n[nH]c1=S	-0.1	-1.9	13	-3	-4	-3.1	-12	-13	-3
Cc1no[n+]([O-])c1COc1ccc(/C=C2\NC(=S)NC2=O)cc1	0.5	4.3	11	-12	-25	0.12	3	-4[20 µM]	-61
CCCn1cc(SCC(=O)NCc2ccc3c(c2)OCO3)c2ccccc21	-1.4	-3.9	28	7	0	·	-10	-25	19
CCCC(CCC(=O)OC)(C(=O)OCC)c1csc(N)n1 (stereo not drawn)	1.4	0.7	-3	0	-11	0.49	-1	-19	-4
Cc1c(NC(=O)c2ccc(N(C)S(C)(=O)=O)cc2)c(=O)n(-c2ccccc2)n1C	0.9	0.2	8	-11	-2	-0.77	-11	-29	-13
Cc1ccc(CN=c2c([N+](=O)[O-])nn(-c3ccc4c(c3)OCCO4)n2O)cc1	-0.5	-1.9	13	24	-5	-1.9	-6	2	11
COc1ccc(/C=N/NC(=O)c2cc(OC)c(OC)c(OC)c2)cc1CN1CCc2cc(OC)c(OC)cc2C1C (stereo not drawn)	0.5	-0.2	9	-9	5	0.13	-11	-14	0
CSC(=NNC(=O)c1ccc(O)cc1)SC	0.3	-0.7	22	-10	-30	0.089	-5	-22[20 µM]	-19
COc1ccc(NC(=O)[C@@H]2[C@@H]3C(=O)N(C4CCCCC4)C(=O)[C@@H]3C3c4ccccc4C=CN32)cc1 (stereo partly drawn)	0.5	2.1	4	-7	-14	·	21	-28	-239
CC12CC3(C)CC(C)(C1)CC(C(=O)NCc1ccccn1)(C2)C3	0.4	-0.9	2	-4	-2	-0.3	-1	-21	1
CCOc1ccc2nc(COC(=O)c3cccs3)c(C(=O)c3ccccc3)[n+]([O-])c2c1	1.4	0.1	11	-1	-17	2.2	-6	-18	20
O=C(O)CCn1cnc2ccccc2c1=O	0.5	-0.4	2	6	-2	0.065	5	-19	6
CCN1CCN(CCCNC(=O)c2cc3sccc3n2CC)CC1	-0.9	0.6	5	-6	2	-1.4	-7	-11	-14
CCOP(=O)(OCC)c1nc(-c2ccc(OC)cc2)oc1N1CCOCC1	0.2	2.1	22	-20	-7	-0.0037	2	-48	-132
COc1ccccc1NC(=O)CN1CCN(CC(=O)Nc2ccc3c(c2)OCO3)CC1	0.2	-0.7	9	2	-7	-0.036	16	-17	5
COc1ccc(N2CCN(C(=O)NCc3ccc(OC)c(Cl)c3)CC2)cc1	0.8	1.0	10	2	5	0.55	-1	-16	-12
Cc1ccc(-n2c(C(C)C)nc3oc4ccccc4c(=O)c3c2=O)cc1	1.3	-1.0	37	-8	-5	-1.4	0	-20	-17
CCCn1nnc(NC(=O)c2ccco2)n1	0.3	-1.8	-15	-6	-9	0.87	-3	-14[20 µM]	-11
Fc1cc(F)c(C2SCCN2C(=S)Nc2cccc(C(F)(F)F)c2)c(F)c1 (stereo not drawn)	8.7	10	22	10	-3	-0.25	1	-21	-2
Cc1oc(=O)c(NC(=O)c2ccccc2)cc1C(N)=O	0.2	0.2	4	-20	-9	0.13	-10	-11	6
Cc1ccc(-n2nc(C)c(NC(=O)CCl)c2C)cc1	0.6	0.7	14	7	-27	0.22	0	-10	6
CN(C)c1ccc(C2CC(=O)OC3=C2C(=O)CC(C)(C)C3)cc1 (stereo not drawn)	1.1	0.6	22	-3	-16	·	-9	-24	-14
CC(C)[C@@H]1NC(=O)c2cc([N+](=O)[O-])cc(I)c2NCCC[C@@H](C(N)=O)NC(=O)[C@H](CO)NC1=O	-0.6	-0.4	6	-15	-18	·	-3	-2	-8

Retrieved by structure from the entries so far:
SMILES	TRPML3 ag	zfTRPN1 agonist	PPC-1+TRAIL kill	Tb hexokinase	EBV gp42 block	Cl transport mod	Thrombin inh	Furin inh	m-calpain inh
COc1cc(OC)c(S(=O)(=O)N2CCCCC2)cc1S(=O)(=O)N1CCCCC1	2.4	8.0	-20	-1	-4	-0.19	-2	11[20 µM]	-17
Cc1c(NC(=O)c2ccc(N(C)S(C)(=O)=O)cc2)c(=O)n(-c2ccccc2)n1C	0.9	0.2	8	-11	-2	-0.77	-11	-29	-13

Continuation:
SMILES	TRPML3 ag	zfTRPN1 agonist	PPC-1+TRAIL kill	Tb hexokinase	EBV gp42 block	Cl transport mod	Thrombin inh	Furin inh	m-calpain inh
Cc1cccc(OCCCn2c(=O)oc3ccccc32)c1	-1.4	-2.0	12	5	-6	0.58	8	-6	7
O=C(c1ccc(CS(=O)(=O)c2ccc(Br)cc2)o1)N1CCN(C2CCCCC2)CC1	-0.9	0.5	2	1	-6	0.48	5	-17	8
CC(C)[C@H](NC(=O)Nc1ccccc1F)C(=O)O	0.5	0.9	14	2	-13	-0.45	-4	-11[20 µM]	-33
CC1(C)Oc2ccccc2OC1(O)c1ccc2ccccc2n1 (stereo not drawn)	0.8	1.3	23	-3	7	0.027	-12	1	-1
Cc1ccc(N(Cc2cc3ccc(C)cc3[nH]c2=O)S(C)(=O)=O)c(C)c1	0.2	-1.5	6	-17	-12	-1.4	-3	-14	12
Cn1c(N)c(C(=O)COC(=O)CCCN2C(=O)c3ccccc3C2=O)c(=O)n(C)c1=O	0.8	1.2	-4	-1	0	-0.083	-2	-30	-10
Cc1ccc2nc(NC(=O)c3ccc(NS(=O)(=O)c4cccs4)cc3)sc2c1	-0.1	-1.6	23	-15	-4	-0.2	-8	-17	-139
C=CCNC(=O)C(C)Sc1ccc(Cl)cc1 (stereo not drawn)	0.5	-1.2	-6	1	-3	-0.76	3	-13[20 µM]	-51
CC(=O)c1cccc(NC(=O)COC(=O)[C@@H](NC(=O)OCc2ccccc2)C(C)C)c1	0.7	3.5	7	-2	-6	-0.48	-12	-20	1
CC(C)(C)NC(=O)COC(=O)CCC(=O)c1cccs1	-0.5	1.5	4	-6	-2	-0.089	0	-23	-25
CCCc1nc2cc(Cl)c([N+](=O)[O-])cc2o1	1.2	1.2	25	-7	1	0.67	-4	-24	-12
Cc1nc(SCC#N)c2c3c(sc2n1)CCC3	0.5	-0.7	-1	-2	-18	0.24	-3	-19[20 µM]	-2
Cc1cc(Oc2ccc(C(C)(C)C)cc2)nc(N2CCOCC2)n1	-0.1	-0.8	-9	-11	-18	-0.025	1	2[20 µM]	6
O=C(Oc1ccc(-c2ccccc2)cc1)N1CCOCC1	1.3	0.3	8	-3	-14	-0.19	3	-31[20 µM]	-2

Source: PubChem BioAssay
